# High-throughput results (PubChem)
# Eya2 phos inh – qHTS Assay for Inhibitors of the Phosphatase Activity of Eya2 | hit rate 0.006% among 330,000 | Protein phosphatase EYA2 (Homo sapiens), O00167 | recombinant Eya2, OMFP fluorescence dephosphorylation (OMFP is methylfluorescein phosphate) | Potency, µM (series often up to 76.9 µM), inactives show top-dose activity, negative = inhibition, actives largely listed as inhibitors; note: potency is the fitted concentration of half-maximal effect
#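 Eya2 protein (added as 0.2 uM solution) was preincubated with compound for 10 min at ambient temperature in 50 mM HEPES pH 7.5, 50 mM NaCl, 5 uM MgCl2, 0.05% BSA, 1 mM DTT. OMFP (added at 50 uM) then reacted 10 min; fluorescence read at 485/525 nm.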
# USP2a block – qHTS Assay for Inhibitors of Ubiquitin-specific Protease USP2a Using CHOP2 as the Reporter. hit rate 0.01% among 330,000. USP2 core, Ub-CHOP2 coupled fluorogenic reporter, 485/531. Potency, µM (highest dose often 38.3 µM), inactives show at the top dose activity change, negative = inhibition, most hits filed as inhibitors. Ubiquitin carboxyl-terminal hydrolase 2 (Homo sapiens), O75604. AID 463254, 2010;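 note: potency is the fitted concentration of half-maximal effect; plate controls were DMSO wells for no effect and full inhibition by NEM control for full effect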
#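 USP2 core (10nM final) preincubated 30min RT with compound in 20mM Tris-HCl pH 8.0, 2mM CaCl2, 2mM beta-mercaptoethanol, 0.05% CHAPS; 25nM Ub-CHOP2 plus 25nM reporter substrate added, fluorescence (Ex485/Em531) read after 60min.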
# FBPA coupling cs – qHTS Assay for Inhibitors of Fructose-1,6-bisphosphate Aldolase from Giardia Lamblia: Coupling assay counterscreen | activity change, negative = inhibition, % at 58.2 µM, hits read low | hit rate 0.67% among 290,000 | coupling enzyme system counterscreen, AmpLite Red fluorescence; in the data active = activity change below about -30%
#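 Activity here indicates interference with the coupling reaction, not aldolase inhibition. Compounds at 57.5 uM final met coupling enzymes for 10 min at RT; substrate and AmpLite Red detection followed, with a 525/598 nm fluorescence read after 20 min.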
# GALK inhibitor – qHTS Assay for Inhibitors of Human Galactokinase (GALK) | AID 1868, 2009 | Potency, µM (titrated, usually from 57.5 µM), for inactives: top-dose activity change, negative = inhibition, hits mostly inhibitors | Purified GALK, Kinase-Glo residual ATP luminescence | hit rate 0.007% among 270,000; note: potency is the fitted concentration of half-maximal effect
# Target sequence (P51570 whole entry, looked up): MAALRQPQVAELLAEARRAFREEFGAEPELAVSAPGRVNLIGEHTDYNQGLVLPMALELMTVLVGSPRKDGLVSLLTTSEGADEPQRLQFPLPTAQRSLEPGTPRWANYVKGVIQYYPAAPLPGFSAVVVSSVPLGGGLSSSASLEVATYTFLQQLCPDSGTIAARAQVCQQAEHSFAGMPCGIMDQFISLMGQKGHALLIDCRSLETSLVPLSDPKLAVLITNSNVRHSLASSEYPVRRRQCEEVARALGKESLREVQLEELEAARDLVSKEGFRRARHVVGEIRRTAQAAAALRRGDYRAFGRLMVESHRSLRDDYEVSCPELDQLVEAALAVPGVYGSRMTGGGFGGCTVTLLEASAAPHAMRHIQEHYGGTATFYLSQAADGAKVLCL
#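 Quantitative HTS: GALK 5 nM, ATP 35 uM, galactose 100 uM, 1 h room temperature, then luciferase-based ATP detection.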
# Giardia kill – Small Molecules that selectively kill Giardia lamblia: qHTS; activity change, % at 7.66 µM, hits read low; hit rate 0.15% among 340,000; Giardia lamblia trophozoite viability; AID 540267, 2011; in the data active = activity change below about -80%; inconclusive = between about -30% and that limit;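 note: parasites exposed to compound for two days anaerobically before the ATP read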
#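 Giardia trophozoites, 100 cells per well, were exposed to compounds for 48 hrs at 37 deg C under anaerobic conditions; viability was then read as ATP content by bioluminescence after 15-30 min at room temperature.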
# KCNH2 3.1 inh – qHTS for Inhibitors of KCHN2 3.1: Mutant qHTS. Potassium voltage-gated channel subfamily H member 2, brain isoform KCNH2 3.1 (human). U2OS KCNH2 3.1, thallium flux FluxOr; active compounds read low. activity change, % (tested at about 1.8 µM). hit rate 0.95% among 340,000. AID 720553, 2013;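 active = maximum activity change below -70%; inconclusive = maximum activity change from -70% to -50%; inactive = maximum activity change above -50%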;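 note: thallium influx rate constant from kinetic fluorescence after stimulation buffer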
#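 Thallium flux read-out: FluxOr dye with Red40 quencher in HBSS/HEPES, 45 min at RT. Rate constants from kinetic reads were normalized to positive and negative DMSO controls. Cells: U2OS virally expressing the 3.1 isoform.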
# B2AR arrestin – qHTS assay of beta-arrestin-biased ligands of beta2-adrenergic receptor. Beta-2 adrenergic receptor (Homo sapiens), P07550. beta-arrestin recruitment to beta2AR, cell-based reporter. AID 492947, 2010. Potency, µM (series often up to 46.1 µM), for inactives: at the highest dose activation, hits mostly activators. hit rate 0.02% among 330,000;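 note: potency is the fitted concentration of half-maximal effect; 0% = DMSO controls and full agonism = EC100 isoproterenol or metaproterenol; nearly all actives have a fitted effect of over 65% in size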
# PKM2 act – qHTS Assay for Activators of Human Muscle isoform 2 Pyruvate Kinase; Pyruvate kinase PKM (Homo sapiens), P14618; purified PKM2, Kinase-Glo ATP luminescence, activation; response scale: 0% is enzyme alone, no compound; Potency, µM (series often up to 57.5 µM), without a hit: top-dose activation, usual class: activators; hit rate 0.34% among 260,000; AID 1631, 2009; note: potency is the fitted concentration of half-maximal effect; nearly all actives have a fitted effect of over 55% in size
# Target sequence (P14618 whole entry, looked up, canonical isoform): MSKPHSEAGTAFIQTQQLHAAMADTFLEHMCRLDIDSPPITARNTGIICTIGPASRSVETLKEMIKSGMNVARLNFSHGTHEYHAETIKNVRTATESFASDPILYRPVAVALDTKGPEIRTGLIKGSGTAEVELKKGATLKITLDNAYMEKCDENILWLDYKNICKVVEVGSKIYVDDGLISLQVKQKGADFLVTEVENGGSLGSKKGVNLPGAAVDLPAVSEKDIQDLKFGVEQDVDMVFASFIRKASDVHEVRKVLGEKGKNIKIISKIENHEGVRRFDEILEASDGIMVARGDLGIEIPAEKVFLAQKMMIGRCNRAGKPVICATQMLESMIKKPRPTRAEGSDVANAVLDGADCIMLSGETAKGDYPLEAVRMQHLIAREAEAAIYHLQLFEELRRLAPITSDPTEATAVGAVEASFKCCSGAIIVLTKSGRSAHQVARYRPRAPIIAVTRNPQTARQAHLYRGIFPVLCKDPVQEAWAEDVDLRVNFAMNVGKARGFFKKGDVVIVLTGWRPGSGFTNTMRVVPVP
#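 Purified hPK-M2 (>95% pure) converted ADP (0.1 mM final) to ATP with 0.5 mM PEP in 50 mM imidazole pH7.2, KCl, MgCl2, Tween 20, BSA; 1 h at room temperature. ATP detected by Kinase-Glo luminescence.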
# BCR signal inh – qHTS Assay to Find Inhibitors of Chronic Active B-Cell Receptor Signaling; ABC-DLBCL IkBa-CBG/CBR reporter, luminescence ratio, 4 h; Potency, µM (doses to about 46.1 µM), for the others: top-dose ratio change, negative = lower green/red ratio, actives largely listed as inhibitors; hit rate 0.05% among 340,000; active = well fitted inhibition curve with a large enough effect in the signal ratio, with a control signal flat, not every such curve was filed as active; inconclusive = small, poorly fitted or top-dose-only effect, or effect the other way, or a change in a side signal; the % refers to the signal ratio;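 note: potency is the fitted concentration of half-maximal effect; plate controls were basal doxycycline-induced cells for no effect and cells given 10 µM MG132 for full effect; MG132 reads +100%, hits lower the ratio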
#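 TMD8 human ABC-DLBCL cells with doxycycline-inducible IκBα–green luciferase fusion and unfused red luciferase, in 0.5% FBS medium; compounds up to 46 uM, 4 h at 37C. Green/red luminescence ratio, filter-overlap corrected, fitted to concentration-response curves.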
# uPA generation – qHTS for Inhibitors of Cell Surface uPA Generation; hit rate 0.31% among 330,000; cell surface uPA generation assay, qHTS; Potency, µM (doses to about 38.3 µM), without a hit: at the highest dose activity change, negative = inhibition, most hits filed as inhibitors; active = well fitted inhibition curve with a large enough effect; inconclusive = small, poorly fitted or top-dose-only effect; inactive = no such curve, though single readings can be large or run the other way; tested in mouse RAW 264.7 cells; note: potency is the fitted concentration of half-maximal effect; nearly all actives have a fitted effect of over 55% in size
# hERG WT inh – qHTS for Inhibitors of KCHN2 3.1: Wildtype qHTS | Voltage-gated inwardly rectifying potassium channel KCNH2 (Homo sapiens), Q12809 | AID 720551, 2013 | hit rate 0.37% among 340,000 | U2OS, BacMam KCNH2, thallium flux FluxOr; active compounds read low | activity change, % at 1.84 µM;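 active = maximum activity change below -70%; inconclusive = maximum activity change between -70% and -50%; inactive = maximum activity change above -50%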
#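 U2OS cells transduced with wild-type KCNH2 virus are loaded with FluxOr dye for 45 min, and thallium flux is measured in kinetic reads before and after stimulation buffer. Rate constants are normalized to DMSO controls.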
# Numbers without * were called inactive; ? = inconclusive; nt = not tested or not shown; [ ] = dose if it differs, or a comment. Unless noted, calls come from the whole dose curve; as a rule, active = well fitted curve in the direction sought with a large enough effect; inconclusive = small, poorly fitted or top-dose-only effect, or another doubt; inactive = no such curve, though single readings can be large; an effect the other way counts as inactive or inconclusive. Unless noted, % is set by controls: 0 for no effect and ±100 for the full control effect.
SMILES,Eya2 phos inh,USP2a block,FBPA coupling cs,GALK inhibitor,Giardia kill,KCNH2 3.1 inh,B2AR arrestin,PKM2 act,BCR signal inh,uPA generation,hERG WT inh
Cc1ccnc(NC(=O)C23CC4CC(CC(C4)C2)C3)c1,1%,4%,1,-1%,27,-35,-0.1%,2%,-5%,nt,1
CNc1ccccc1C(=O)OCC(=O)Nc1ccc2c(c1)OCO2,7%,0%,nt,nt,12,-5,0.3%,nt,?,-2%,5
CSc1ccccc1NC(=O)CN1CCN(Cc2ccccc2)CC1,-6%,2%,0,1%,nt,nt,0.0%,3%,0%,nt,nt
Cn1c(=O)c2c(nc(SCCCC#N)n2Cc2c(F)cccc2Cl)n(C)c1=O,-14%,0%,-1,1%,32[activator],5,-0.1%,9%,-1%,-4%,0
Cc1ccc(C(=O)CN2/C(=C(\O)c3ccccc3)C(=O)c3ccccc3S2(=O)=O)c(C)c1,-8%,-6%,-2,4%,-25,4,0.0%,1%,?,-8%,-5
COc1ccc(C(=O)Nc2cc(OC)ccc2OC)cc1,1%,-5%,-3,-3%,-3,3,-0.4%,1%,?,0%,-2
O=[N+]([O-])c1ccccc1N/N=C1\CC2CC=CC12 (stereo not given),3%,1%,-5,-2%,-13,-6,0.3%,-5%,?,-10%,-3
CCOC(=O)c1cnc2ccccc2c1Nc1ccc2c(c1)OCCO2,-18%,-8%,-7,-2%,-11,-1,-0.1%,9%,?,-10%,2
CCOC(=O)c1ccccc1NC(=O)CSc1nc2c(c(=O)n(C)c(=O)n2C)n1C,5%,-1%,4,-4%,nt,nt,-0.2%,-2%,3%,nt,nt
Cc1ccc(CC(=O)NC2CCCc3ccccc32)cc1C (stereo not given),-10%,2%,-4,-3%,1,-2,-0.2%,-8%,5%,8%,4
Cn1nnnc1SCC(=O)Nc1ccc(Oc2ccc(Cl)cc2)cc1,1%,-1%,0,-2%,-6,-34,-0.2%,10%,-1%,-5%,-10
COc1cccc(C(c2nnnn2CC2CCCO2)N2CCN(C(=O)c3ccco3)CC2)c1OC (stereo not given),-5%,0%,0,1%,1,-2,0.2%,0%,1%,-3%,18
COc1ccc(N2C(=O)NC(NC(=O)c3ccncc3)(C(F)(F)F)C2=O)cc1 (stereo not given),-5%,1%,2,6%,3,14,0.2%,-3%,-5%,1%,-7
CN(CC1CCCCO1)C(=O)c1cc(COc2ccc(F)cc2Cl)on1 (stereo not given),9%,0%,1,-5%,6,4,0.1%,0%,1%,17%,-1
O=C(COC(=O)c1cc(=O)[nH]c2ccccc12)NCc1ccc(Cl)cc1,-12%,4%,nt,nt,-19,2,-0.3%,nt,-4%,-7%,1
FC(F)Oc1ccc(C2=Nn3c(nnc3-c3ccccc3Cl)SC2)cc1OCC1CC1,3%,0%,nt,nt,2,nt,0.6%,nt,-1%,-12%,nt
COc1ccc(S(=O)(=O)CCC(=O)N2CCN(c3ccc(F)cc3)CC2)cc1,3%,2%,1,-1%,33[activator],3,-0.4%,3%,-5%,2%,7
O=C(Cc1cccc([N+](=O)[O-])c1)Nc1cccc(C(=O)N2CCOCC2)c1,-10%,1%,nt,nt,1,4,-0.9%,nt,-3%,-2%,5
O=C(CN1C(=O)c2ccc([N+](=O)[O-])cc2C1=O)Nc1nccs1,-3%,3%,0,-1%,7,4,0.5%,-1%,5%,-3%,-6
COC(=O)c1cccc(NC(N)=S)c1,-13%,3%,2,1%,-18,-44,-0.1%,2%,0%,-10%,2
CCCc1nnc(NC(=O)CCS(=O)(=O)Cc2ccccc2)s1,2%,3%,1,-8%,-10,-17,-0.7%,1%,0%,3%,-5
COc1ccccc1CNC(=O)[C@H](NC(=O)C1CCN(C(=O)[C@@H](N)CCSC)CC1)C(C)C,1%,2%,-1,nt,-17,2,-0.9%,1%,?,1%,-4
CC(Oc1ccccc1)C(=O)Nc1nnc(S(=O)(=O)Nc2ccccc2)s1 (stereo not given),1%,2%,3,nt,-4,6,-1.1%,1%,0%,5%,20
NNC(=S)NCc1ccccc1,-17%,-1%,-1,2%,8,-7,-0.7%,0%,?,0%,6
O=C(NCCN1CCOCC1)c1cc(-c2cccc(Cl)c2)on1,-9%,8%,6,8%,0,1,-1.1%,-7%,-8%,-3%,0

# As entered above.
# Entry for COc1ccc(N2C(=O)NC(NC(=O)c3ccncc3)(C(F)(F)F)C2=O)cc1 (stereo not given) under KCNH2 3.1 inh: 14
# Entry for CCCc1nnc(NC(=O)CCS(=O)(=O)Cc2ccccc2)s1 under BCR signal inh: 0%

# The listing continues.
SMILES,Eya2 phos inh,USP2a block,FBPA coupling cs,GALK inhibitor,Giardia kill,KCNH2 3.1 inh,B2AR arrestin,PKM2 act,BCR signal inh,uPA generation,hERG WT inh
CCc1ccc(C2NC(=S)NC3=C2C(=O)N(c2ccccc2OC)C(c2ccc(CC)cc2)N3)cc1 (stereo not given),5%,-10%,-3,-1%,25,-5,-0.2%,-12%,?,-5%,9
CC1(C)CN(c2ccccc2)N(C(=O)c2ccc(F)cc2)C1=O,0%,1%,4,-3%,0,-7,-0.1%,0%,-7%,nt,2
O=C(NCCCn1ccnc1)c1cc(Cl)cc(Cl)c1,-4%,1%,1,0%,-19,-3,-0.7%,nt,1%,-2%,27
CCc1nnc(NS(=O)(=O)c2ccc(N/C=C\C(=O)c3cccc4ccccc34)cc2)s1,-4%,-2%,6,0%,13,1,-0.6%,19%,?,-1%,-5
CC(Oc1ccc2ccc(=O)oc2c1)C(=O)N1CCOCC1 (stereo not given),-5%,2%,nt,nt,6,1,-0.7%,nt,6%,-1%,-3
CC1(C)COCN1S(=O)(=O)c1ccc(C(=O)Nc2nnc(-c3ccc(Cl)s3)o2)cc1,-3%,-2%,8,-3%,4,10,-1.5%,0%,-1%,-11%,7
CCC(=O)NC(c1ccccc1OC)c1ccc2cccnc2c1O (stereo not given),6%,-1%,0,0%,8,-10,?,3%,?,-14%,-19
O=S(=O)(NC1CCCCC1NCc1ccco1)c1ccccc1 (stereo not given),17%,-1%,3,5%,-17,4,-0.3%,-21%,-1%,-6%,-20
CCC(=O)Nc1ccc(-c2ccc(NC(=O)CC)c(OC)c2)cc1OC,-1%,-1%,-1,-3%,1,-2,0.0%,-7%,-7%,8%,-2
CCn1cc(Br)c(C(=O)Nc2ccc(OC)cc2)n1,-2%,-1%,0,-5%,-13,13,-0.5%,-11%,?,-13%,4
O=c1c2ccccc2nc(-c2ccccc2)n1Cc1ccccc1,-3%,3%,9,-2%,0,2,0.1%,4%,5%,-1%,1
C#CCOCCOCCOCCNc1nc(N2CCN(C(=O)[C@H](CCC(=O)O)n3cc(CN)nn3)CC2)nc(N2CCN(C(=O)[C@H](CCCCN)n3cc([C@@H](N)CC(N)=O)nn3)CC2)n1,-18%,0%,nt,nt,-21,22,-3.4%,nt,4%,12%,-1
Cc1oc(-c2ccccc2)nc1C(=O)O,-1%,0%,1,7%,-13,-1,0.1%,-2%,?,2%,2
COc1cc(/C=C/C(=O)OCC(=O)N2CCN(S(=O)(=O)c3ccc(C)cc3C)CC2)ccc1O,-3%,2%,-1,0%,-3,5,-0.2%,-2%,-4%,-6%,-3
O=C(c1ccncc1)N1CCCC(N2CCN(c3ccc(F)cc3)CC2)C1 (stereo not given),-3%,-1%,nt,-1%,13,nt,0.0%,-11%,?,0%,-15
CCOC(=O)C1CCN(Cc2cc(=O)n3c(-c4ccccc4)csc3n2)CC1,2%,-1%,3,-3%,5,5,4.2%,-1%,-8%,5%,12
COCCCNC(=O)CN(C1CCCCC1)S(=O)(=O)c1ccc(C)cc1,-2%,1%,-2,1%,14,-4,-0.9%,4%,4%,1%,-5
OC1CCCN(c2ncnc3c2nnn3Cc2c(F)cccc2Cl)C1 (stereo not given),7%,-1%,-1,2%,4,0,-0.6%,26%,8%,-9%,0
CCC(C)N(C(=O)CSc1nnc(COc2ccccc2F)n1N)C1CCS(=O)(=O)C1 (stereo not given),1%,-2%,nt,nt,-17,6,0.3%,nt,-20%,3%,-19
Cc1cc(OCC(=O)OCC(=O)NC2CCCC2)ccc1Cl,-10%,1%,nt,nt,-3,-5,0.1%,nt,6%,-1%,-1
